Compound activity deposited in PubChem BioAssay by several laboratories.
PGE2 EP2 inh: inhibitors of human EP2 prostaglandin E2 receptor; 260,000 compounds, 0.52% hits; inhibition, % at 25 µM; P43116; C6 glioma cells expressing human EP2, cAMP TR-FRET; cells stimulated with saturating PGE2; AID 1422;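 active = percent inhibition above 40 after rounding to a whole number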;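 also: rat C6 glioma host cells with rolipram phosphodiesterase inhibitor present; the protocol text gives 20 µM as final concentration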
TNF necrop inh: TNF-alpha cell death inhibition in Jurkat FADD-/- cells; Jurkat FADD-/- TNF necroptosis rescue, ATP luminescence, 24 h; 0 = TNF only, 100 = no-TNF cells; activation (protection from cell death), % at 10 µM; 220,000 compounds, 0.068% hits; AID 463075;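 active = activation, meaning protection from cell death, of at least 50% relative to plate controls; inactive = activation below 50%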;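 also: necroptosis triggered by 40 ng/mL TNF-alpha added together with compound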
PERK inh: blocks human PERK kinase. Q9NZJ5. CHO PERK-DD fusion, SEAP luminescence translation reporter. inhibition, % at 5.6 µM. 220,000 compounds, 0.17% hits. AID 1416;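 active = inhibition above the mean inhibition of all tested compounds plus 3 SD, set separately per screening campaign, cut at about 2.9% in these data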;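 also: PERK kinase domain activated by AP20187 dimerizer at 100 nM; 0% = DMSO with dimerizer and 100% = rapamycin at 8.4 µM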
Target sequence (Q9NZJ5 whole entry, looked up, the tested form may be a part): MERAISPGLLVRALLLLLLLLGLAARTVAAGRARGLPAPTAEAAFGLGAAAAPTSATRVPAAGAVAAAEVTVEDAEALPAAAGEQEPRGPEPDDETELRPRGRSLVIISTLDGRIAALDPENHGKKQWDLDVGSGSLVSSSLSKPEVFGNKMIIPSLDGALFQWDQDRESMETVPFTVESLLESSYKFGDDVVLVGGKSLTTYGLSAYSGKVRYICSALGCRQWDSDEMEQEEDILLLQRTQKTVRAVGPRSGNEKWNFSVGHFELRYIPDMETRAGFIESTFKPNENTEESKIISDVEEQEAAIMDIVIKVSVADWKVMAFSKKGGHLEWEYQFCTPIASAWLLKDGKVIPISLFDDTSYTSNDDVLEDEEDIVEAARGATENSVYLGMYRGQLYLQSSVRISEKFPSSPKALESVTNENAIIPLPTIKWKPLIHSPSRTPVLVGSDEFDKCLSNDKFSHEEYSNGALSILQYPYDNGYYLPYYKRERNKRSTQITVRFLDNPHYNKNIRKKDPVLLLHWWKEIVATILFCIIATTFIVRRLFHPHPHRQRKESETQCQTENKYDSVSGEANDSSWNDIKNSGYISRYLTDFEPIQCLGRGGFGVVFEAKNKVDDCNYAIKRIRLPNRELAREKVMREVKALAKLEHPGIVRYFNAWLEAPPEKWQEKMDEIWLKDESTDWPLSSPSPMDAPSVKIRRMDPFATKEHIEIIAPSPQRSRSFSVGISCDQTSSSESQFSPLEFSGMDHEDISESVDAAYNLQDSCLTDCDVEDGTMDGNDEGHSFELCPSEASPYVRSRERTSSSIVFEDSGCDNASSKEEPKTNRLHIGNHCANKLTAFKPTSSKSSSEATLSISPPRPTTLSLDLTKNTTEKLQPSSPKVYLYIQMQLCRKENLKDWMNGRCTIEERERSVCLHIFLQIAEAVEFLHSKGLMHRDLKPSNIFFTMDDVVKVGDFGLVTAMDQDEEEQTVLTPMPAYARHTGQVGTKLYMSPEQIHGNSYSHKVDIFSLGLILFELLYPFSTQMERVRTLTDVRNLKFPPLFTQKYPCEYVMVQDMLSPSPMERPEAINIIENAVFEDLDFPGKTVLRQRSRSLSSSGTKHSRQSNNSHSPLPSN
Hck-Nef inh: blocks Nef-activated human Hck kinase. P08631. Recombinant Hck-YEEI plus Nef, Z-Lyte FRET kinase assay. inhibition, % at 20 µM. 220,000 compounds, 0.68% hits;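 active = Hck-Nef kinase inhibition above about 50%, limit read from the data; inactive = inhibition below that limit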;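 also: 0% = DMSO with Hck plus Nef and 100% = Hck alone without Nef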
RBBP9 inhibitor: blocks human serine hydrolase RBBP9; recombinant RBBP9, FP-Rh probe fluorescence polarization; 220,000 compounds, 0.2% hits; inhibition, % at 7.94 µM; AID 1515;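 active = inhibition above the campaign mean of all tested compounds plus 3 SD, cut at about 14% in these data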;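 also: plate controls were DMSO wells with RBBP9 for no effect and wells lacking RBBP9 protein for full effect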
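Test system: recombinant human RBBP9. Quantity: 2.5 µM RBBP9 dispensing solution, before mixing. Detection: FP readout at 525/598 nm. Reagent: Serine-hydrolase probe FP-Rh, 375 nM pre-mixing. Measure: % inhibition. Control set: DMSO-treated enzyme wells and wells lacking RBBP9. Buffer or medium: Tris-NaCl-Pluronic buffer, pH 8.0. Times: preincubation 30 min plus labeling 45 min at 25 °C.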
EP2 modulator: EP2 receptor (human) modulation. EP2-expressing cells, cAMP HTRF FRET, PGE2 co-stimulation. induction, % at 25 µM. AID 940. 260,000 compounds, 0.83% hits;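 active = compounds whose cAMP rise, as percent of the full-agonist control response, exceeds 60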;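 also: rat C6 glioma line stably carrying human EP2 under a CMV promoter; the protocol text gives 20 µM as final concentration; 100% = response of wells given 1 µM PGE2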
Runt-SMMHC FRET: blocks binding of human RUNX1 Runt domain to CBFb-SMMHC; inhibition, % at 20 µM; AID 1434; Q01196+Q13951; 220,000 compounds, 0.74% hits; Cerulean-Runt/Venus-CBFb-SMMHC FRET ratio 530/480, 1 h;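 active = mean inhibition across duplicate retests at 20 µM reaching about 50%, limit read from the data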;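 also: 0% = DMSO wells and 100% = wells with excess untagged CBFb-SMMHC; inhibitors lower the FRET ratio by blocking Runt binding to CBFb-SMMHC; some results filed as inactive read as strong as hits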
L929 necroptosis: blocks zVAD induced death of L929 cells. L929 zVAD necroptosis rescue, ATP luminescence, 24 h; with zVAD 60 µM. 220,000 compounds, 0.38% hits. viability rescue, % at 10 µM;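 active = activation, scaled between plate controls, above about 75%, limit read from the data; inactive = activation under that limit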;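 also: 0% = zVAD with DMSO and 100% = DMSO alone without zVAD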
Runt-CBFb FRET: blocks binding of human RUNX1 Runt domain to CBFb; Q01196+Q13951; Cerulean-Runt/Venus-CBFb FRET ratio 530/480, 1 h; inhibition, % at 20 µM; 220,000 compounds, 0.46% hits; AID 1496;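 active = inhibition over about 50% at 20 µM in the single-dose screen, limit read from the data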;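 also: 0% = DMSO wells and 100% = excess unlabeled CBFb competitor control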
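test system = Cerulean-tagged RUNX1 Runt domain (FRET donor) fusion protein | reagent = Venus-CBFb binding partner, 100 nM | incubation = protein complex preformed 1 h, compound exposure 1 h, room temperature, dark | detection = FRET fluorescence | read-out basis = loss of energy transfer signal | controls = 5 µM unlabeled CBFb as full-inhibition high control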
Active calls of the source: *; / = no result given; & = joins results of further samples. This is a subset (hit frequency here may not be typical).

SMILES	PGE2 EP2 inh	TNF necrop inh	PERK inh	Hck-Nef inh	RBBP9 inhibitor	EP2 modulator	Runt-SMMHC FRET	L929 necroptosis	Runt-CBFb FRET
CC(=O)Nc1ccc2nc(NS(=O)(=O)c3ccc(C)cc3)sc2c1	5	0.6	0.1	-3	-3	8	-5	1.3	0
O=C(NCCN1CCOCC1)Nc1ccc(Cl)cc1	15	1.4	0.6	14	-4	-7	0	-0.8	0
COc1ccc(Cc2c3cc(OC)c(OC)cc3cc[n+]2C)cc1OC	15	-0.4	/	6	/	23	5	0.9	2
CC(C)Nc1nc(Cl)nc(N(C#N)CN2C(=O)c3ccccc3C2=O)n1	14	-6.7	0.1	4	1	1	1	0.0	0
O=C(c1ccccc1)C(Cn1cncn1)C(Sc1ccccc1)c1ccccc1 (stereo unspecified)	8	-6.5	-2.0	-5	-12	53	-2	0.2	0
COc1cc(C(=O)Nc2ccc(C(N)=O)cc2)c([N+](=O)[O-])cc1OC	2	0.8	-1.2	12	-15	16	-4	1.1	0
O=C(Cc1ccc(Cl)cc1Cl)Nc1cccc(S(=O)(=O)Nc2ccccc2F)c1	6	-0.2	-0.8	15	-8	-31	26	1.5	42
NC(=O)c1ccc(N2CCN(c3ccccc3O)CC2)c([N+](=O)[O-])c1	6	1.3	0.9	19	-6	-77	1	-1.7	1
CC1=C(C(=O)c2ccccc2)C(c2ccc(O)cc2)NC(=S)N1 (stereo unspecified)	6	-2.1	0.4	1	-11	-6	0	-0.7	6
O=C(c1ccc(Cl)nc1)N1CCN(S(=O)(=O)c2ccccc2)CC1	-2	-0.8	0.1	28	1	4	-3	-0.4	1
COc1ccc(CN2C(=O)CN=C2Nc2cccc(C)c2C)cc1	/	-0.4	-0.3	0	-8	-22	2	-0.4	-2
Cc1c(-c2cc[n+]([O-])cc2)oc2ccc(Br)cc2c1=O	9	-1.7	2.0	25	-3	21	2	1.4	-1
Cn1cnnc1Sc1ccc(C(=O)OCC(=O)NC2CC2)cc1[N+](=O)[O-]	6	1.4	0.3	15	-4	-34	-6	1.0	0
Nc1c([N+](=O)[O-])c(=O)sc2ccccc12	5	0.3	-0.1	28	-9	-24	2	4.0	0
CCOCCCNC(=O)/C(C#N)=C/c1ccc(C(=O)OC)cc1	4	2.5	1.1	17	5	-45	-1	-1.0	0
CC(=O)/C(=N\Nc1ccccc1Cl)Sc1nnc(-c2ccccc2)n1-c1ccccc1	5	0.8	-0.6	14	-10	25	-2	0.5	0
CCN(CC)C(=O)CSc1nc(N)c(C(=O)Nc2ccc(OC)cc2)s1	12	-4.6	-0.2	-6	-7	11	0	0.9	-3
CSCCC(=O)Nc1cc(S(=O)(=O)N2CCOCC2)ccc1N1CCN(C)CC1	4	0.0	-0.3	23	-4	-4	-1	-0.1	-1
Cc1ccc(NC(=O)CN2C(=O)N/C(=C/c3ccc(C)s3)C2=O)cc1	4	1.6	0.9	3	-6	5	-37	1.1	-5
CC(=O)Nc1cccc(NC(=O)CSc2ncc(-c3ccc(Cl)cc3)n2Cc2ccco2)c1	41*	-9.5	-1.5	2	-7	-8	-6	0.3	3
CCOc1ccc(N=CC2=C(O)CC(C)(C)CC2=O)cc1	4	-1.3	1.1	2	-2	7	4	-0.5	-1
Cc1[nH]c(=O)[nH]c(=O)c1NC(=O)CSc1ncccc1-c1nc2ccccc2[nH]1	9&9	-2.8	1.7	2	-5	-6&-19	-5	0.1	-1
Cn1c(=O)[nH]c(=O)c2c1nc(N1CCCC1)n2CCSc1nc2ccccc2[nH]1	11&10	-1.5	0.4	-2	0	-3&7	-2	0.1	1
Cc1ccc2oc(=O)n(CC(=O)OCCC(C)C)c2c1	4	-7.7	0.3	20	-10	23	0	-0.2	0
Cc1ccc(CON=C2CCN(c3ncc(C(F)(F)F)cc3Cl)CC2)cc1	4	-4.1	0.6	1	-8	47	-7	0.7	-4
(cont.)
SMILES	PGE2 EP2 inh	TNF necrop inh	PERK inh	Hck-Nef inh	RBBP9 inhibitor	EP2 modulator	Runt-SMMHC FRET	L929 necroptosis	Runt-CBFb FRET
CC(C)C[C@H](NC(=O)c1[nH]cnc1C(=O)N[C@@H](C)C(=O)OC(C)(C)C)C(=O)OCc1ccccc1	8	2.0	/	17	/	12	-1	-0.7	-4
Cc1c(NC(=S)NC(=O)CCc2ccccc2)c(=O)n(-c2ccccc2)n1C	8	0.6	0.1	23	2	-5	-2	1.9	-3
O=C(Oc1ccc(F)cc1C(=O)/C=C/c1cccs1)c1cccc([N+](=O)[O-])c1	8	-5.8	0.7	-1	2	16	-2	0.0	1
O=[N+]([O-])c1ccccc1CNC1CCCc2ccccc21 (stereo unspecified)	1	0.0	1.2	-39	2	24	2	0.4	2
CCOC(=O)CN1C(c2ccccc2O)Nc2ccc(Br)cc2C1c1ccccc1 (stereo unspecified)	14	0.2	-0.6	0	-7	29	0	0.4	1
Cc1ccc(CSc2nnc(C)c(=O)n2N)cc1	7	0.8	0.8	5	-7	13	0	0.2	-1
O=C(Cc1ccc(-c2ccccc2)cc1)OCC(=O)N1CCCC1=O	5	0.5	0.0	29	-6	-45	-4	-0.4	-2
CCCCC1CCC(C(=O)N2CCOCC2)CC1 (stereo unspecified)	4	-0.9	1.3	3	-4	32	-2	-0.1	-6
COc1ccccc1/C=C(/CC(=O)NCc1ccccc1)c1nc2ccccc2s1	6	0.6	0.1	2	-9	40	-4	2.6	-2
Cc1ccc(Cl)c(OCCCN(C)Cc2ccccc2)c1	6	3.5	0.0	14	-3	20	1	-0.3	0
O=C(O)c1ccc(Oc2ccccc2)o1	4	1.8	0.8	-7	-9	70*	0	0.3	0
Cc1ccc(-n2ncc(-c3nnc(SCC(=O)NC4CCCC4)o3)c2N)cc1C	/	2.3	-0.9	4	-12	-12	2	14	0
Cc1cc(NC(=O)Cn2c(=O)n(CCCCC(=O)NC3CCN(Cc4ccccc4)CC3)c(=O)c3ccccc32)n[nH]1	10	0.7	0.6	23	-4	14	-4	8.4	1
OCCC1CN(C2CCSCC2)CCN1C1CCCC1 (stereo unspecified)	6	1.1	0.0	17	-15	10	-2	2.3	0
Cc1c(NC(=O)C(C)OC(=O)/C=C/c2ccccc2)c(=O)n(-c2ccccc2)n1C (stereo unspecified)	4	-1.1	-1.2	-16	-9	16	-2	2.2	0
CCN1CCN(CC(=O)c2c(C)n(C)c3ccc(OC)cc23)CC1	7	-1.9	-0.5	0	-3	11	2	-0.1	2
O=S(=O)(Nc1ccc(N=Nc2ccccc2)cc1)c1ccccc1	14	1.6	0.1	2	4	5	-2	-0.1	-3
O=C(Cc1c[nH]c2ccccc12)Nc1ccccc1N1CCOCC1	9	1.2	-0.5	13	-2	-30	-3	0.1	0
COc1cc(OC)cc(/C(N)=N/O)c1	22	4.6	0.3	6	-15	18	-4	1.2	-1
CCOc1ccc(CNC(=O)C2CCCN(S(C)(=O)=O)C2)cc1OC (stereo unspecified)	6	-3.7	0.6	2	-4	6	0	0.0	0
CC(C)OC(=O)CSc1nnc(-c2ccc(Cl)cc2Cl)n1N	3	0.9	0.8	7	-7	-6	2	1.6	0
O=C1c2ccccc2C(=O)N1c1ccccc1S(=O)C(F)(F)F (stereo unspecified)	6	-1.4	-0.6	2	-3	30	-50	0.0	-18
Cc1nc(-c2noc(-c3ccccc3Cl)n2)c(C(F)(F)F)o1	9	-0.1	0.6	11	-1	29	2	1.1	-2
CSCCC(NC(N)=O)C(=O)NCc1ccccc1Cl (stereo unspecified)	10	-1.7	0.9	2	-2	9	2	0.3	-1
CCOc1ccc2nc(NC(=O)CS(=O)(=O)c3ccc(C)cc3)sc2c1	6	9.0	0.1	1	-10	-52	0	26	0
Further structures follow:
SMILES	PGE2 EP2 inh	TNF necrop inh	PERK inh	Hck-Nef inh	RBBP9 inhibitor	EP2 modulator	Runt-SMMHC FRET	L929 necroptosis	Runt-CBFb FRET
COc1ccccc1NS(=O)(=O)c1ccc(N2CCOCC2)c(NC(=O)c2ccco2)c1	3	0.4	-0.9	13	1	-6	3	-0.3	0
CCN(CC)S(=O)(=O)c1ccc2c(c1)[nH]c(=S)n2CC	4	2.6	0.7	17	0	-26	2	1.2	6
Cc1nc(NC(=O)C(C)Oc2cccc(Cl)c2)sc1C(=O)N(C)C (stereo unspecified)	5	1.7	-0.1	-4	-5	-9	-1	0.0	0
COc1ccc(NC(=O)c2ccc(-c3ccc(C)c4ccccc34)o2)cc1	13	0.3	-0.1	-6	-12	-38	-7	1.7	1
O=C(C1CC1)N1CCc2cc(Br)cc(S(=O)(=O)NC3CCCCC3)c21	5	1.3	-0.7	0	-10	-7	0	2.6	2
Cc1cc([N+](=O)[O-])ccc1NC(=O)C(C)[n+]1ccccc1 (stereo unspecified)	2	0.6	0.1	-111	0	24	0	-0.1	0
Cc1cc(C(=O)NNc2ccc(F)cc2F)no1	8	2.6	1.1	25	2	8	-1	-1.4	0
CCN(CC)S(=O)(=O)c1cccc(NC(=O)c2cc(-c3cccs3)nn2-c2ccccc2)c1	4	3.7	-1.1	2	-17	2	6	2.3	0
Cc1ccccc1NC(=O)CN1C(=O)CSc2ccccc21	8	1.7	-1.8	26	-6	4	1	-0.3	-1
CCN1CCc2c(OCC(=O)N3CCCCC3)cccc2C1=O	9	0.0	1.3	20	0	6	2	0.3	0
COc1ccc(-n2c(SCC(=O)N3CCc4ccccc43)nnc2-c2c[nH]c3ccccc23)cc1	4	0.6	1.0	41	-6	22	2	/	0
CC(C)CNC(=O)c1c(N)n(/N=C/c2ccccn2)c2nc3ccccc3nc12	13	0.1	0.2	51*	-14	30	-1	0.0	-1
COCCCNC(=O)C(Cc1ccccc1)NS(=O)(=O)c1ccc2c(c1)c(=O)n(C)c(=O)n2C (stereo unspecified)	1	2.4	-0.2	-5	-3	19	-4	0.5	-1
O=C(O)c1[nH]c2ccccc2c1CC(=O)N1CCN(c2ccccc2)CC1	9	0.8	0.5	19	-4	17	0	1.8	0
CNCC(=O)Nc1c(C)n[nH]c1C	2	1.4	0.5	2	-8	-4	1	0.7	1
O=C(Cn1c(Cc2ccccc2)nc2ccccc21)NCc1ccc2c(c1)OCO2	6	14	-0.5	0	-7	24	1	0.5	0
COC(=O)C(Cc1ccccc1)NC(=O)c1cccc(S(=O)(=O)N(C)C)c1 (stereo unspecified)	7	0.2	1.1	22	1	27	-2	4.8	2
O=C(COc1ccccc1)Nc1nn[nH]n1	/	0.4	1.1	9	-6	35	3	-1.5	0
O=C(c1ccco1)N1CCN(CC(=O)N(C2CCCCC2)C2CCS(=O)(=O)C2)CC1 (stereo unspecified)	15	-0.3	0.3	-1	-2	16	0	-0.1	-3
